Screening data (PubChem BioAssay)
UTI89 phage lysis = protection from phage-mediated lysis, alamar blue read-out – E. coli UTI89, K1F phage, bacterial capsule biogenesis inhibitors (AID 488966). inhibition, % at 100 µM, or IC50 in µM where a hit was titrated. actives 0.02% (n = 340,000). E. coli UTI89 K1F phage lysis, alamar blue, 2 h; higher % means a stronger effect;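 active means phage lysis inhibition, versus mean bacterial control, above a set limit; inconclusive means no clear call, values can overlap the other calls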;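 further: capsule biogenesis inhibitors block K1F phage lysis so surviving cells raise fluorescence; higher fluorescence means more inhibition of phage lysis; actives were called in the ten point dose series up to 300 µM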
SV40 large T antigen = TAg ATPase/helicase activity blockers – biochemical (AID 1903); actives 0.39% (n = 310,000); SV40 large T antigen ATPase/helicase inhibition assay; higher % means a stronger effect; inhibition, % at 20 µM, or IC50 in µM where a hit was titrated; in the data active means a potency from the dose series; inconclusive means inhibition mostly from about 32% at the one dose, without a potency; inactive means the rest, 99 in 100 with inhibition below about 32%; further: strong numbers were not always called active
WT yeast gro inh = growth inhibition of WT yeast, mitochondrial fusion screen; mitochondrial fusion phenotypic screen, WT strain; inhibition, % at 10 µM; actives 2.1% (n = 190,000); in the data active means inhibition above about 58%; tested in S. cerevisiae
XIAP displacement = small molecules displacing peptide from XIAP – biochemical, IAP family, fluorescence polarization (AID 1018) | XIAP BIR domain, fluorescence polarization peptide displacement; higher % means a stronger effect | displacement, % at 20 µM; hits with a dose series show IC50 in µM | actives 0.007% (n = 200,000); in the data active means displacement above about 50%; further: a part of the inactive calls stands beside numbers as strong as those of hits
Yfh1-depleted yeast = mitochondrial function rescue without frataxin homolog – Friedreich's ataxia, plus single-dose screen, dose response (AID 1465); fold induction at 50 µM; hits with a dose series show EC50 in µM; actives 0.074% (n = 220,000); S. cerevisiae Yfh1-off respiration, WST-1 reduction, 72 h; higher fold induction means a stronger effect;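 active means fold induction of absorbance versus untreated yeast above a set limit, then at least 30% activation at any dose in follow-up; inconclusive means repeats straddling the limit, or above it without dose testing; inactive means fold induction below the set limit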;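 further: activators that raise dye reduction in frataxin-depleted yeast; strong numbers were not always called active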
Dengue-2 NS5 capping = flavivirus cap methylation enzyme inhibition – biochemical, confirmation dose response, primary screen (AID 588689) | Dengue-2 NS5 methyltransferase capping enzyme assay, biochemical; higher % means a stronger effect | inhibition, % at 25 µM, or IC50 in µM where a hit was titrated | actives 0.3% (n = 340,000); in the data active means a potency from the dose series; inconclusive means inhibition above about 29% without an active follow-up result
West Nile antiviral = inhibition of WNV-induced cytopathic effect – cell-based, CPE readout (AID 1621); actives 0.02% (n = 290,000); West Nile virus-infected cells, CPE inhibition; higher % means a stronger effect; one-dose CPE inhibition, % at 10 µM; IC50 in µM for titrated hits; in the data active means a potency from the dose series; inconclusive means CPE inhibition mostly from about 3.7% at the one dose, without a potency; inactive means the rest, 99 in 100 with CPE inhibition below about 2.2%; further: strong numbers were not always called active
RSV CPE inhibition = inhibition of RSV-induced cytopathic effect – HEp-2 cells, primary 10 µM value included (AID 2391). HEp-2 cells, RSV-induced CPE inhibition; higher % means a stronger effect. one-dose CPE inhibition, % at 10 µM; IC50 in µM for titrated hits. actives 0.13% (n = 310,000); in the data active means a potency from the dose series; inconclusive means CPE inhibition mostly from about 23% at the one dose, without a potency; inactive means the rest, 99 in 100 with CPE inhibition below about 21%; further: strong numbers were not always called active
ER stress rescue = rescue of cells from ER stress-induced death, primary screen, 384-well, CSM14.1, thapsigargin, ATP luminescence (AID 1222). cellular ATP content (survival), % at 20 µM, or EC50 in µM where a hit was titrated. 190,000 tested, under 10 active. CSM14.1 thapsigargin-induced death rescue, ATP luminescence; higher % means a stronger effect;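 active means EC50 below 50 µM in the dose-response confirmation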;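 further: death triggered by thapsigargin at about 15 µM added after 2 h compound pretreatment; cell ATP read after overnight thapsigargin exposure of roughly 18 to 22 hours; normalized against plate controls of thapsigargin alone and 5% DMSO vehicle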
WT yeast gro inh mutant strain = also measured in WT yeast gro inh; calls as there; inhibition, %; mitochondrial fusion phenotypic screen, mutant strain inhibition
Dengue-2 NS5 capping pilot replicate = further read-out of Dengue-2 NS5 capping, marked with its call; inhibition, %; measured here: pilot screen replicate inhibition
* hit, by the source's call; i = inactive; ? = inconclusive; . = not tested or not shown; [ ] = another dose, or the depositor's remark.

SMILES	UTI89 phage lysis	SV40 large T antigen	WT yeast gro inh	WT yeast gro inh mutant strain	XIAP displacement	Yfh1-depleted yeast	Dengue-2 NS5 capping	West Nile antiviral	RSV CPE inhibition	ER stress rescue	others
COc1cccc(-c2nc(CSCC(=O)N3CCc4ccccc43)c(C)o2)c1	0.1%	3.0%	-14.0	-3.5	-10.1%	i	-5.2%	-1.1%	3.6%	-0.8%
Cc1ccc(S(=O)(=O)Nc2cccc(C(=O)NCC(c3ccco3)N3CCCCC3)c2)cc1F (stereo not drawn)	0.1%[50 µM]	7.1%	.	.	.	.	2.9%	.	-0.8%	.
Cc1cccc(OCCCC(=O)Nc2nccs2)c1	-0.4%	.	.	.	1.0%	i	-8.3%	?	2.6%	-1.6%
O=C(Nc1ccccc1Cl)C1CCCN(S(=O)(=O)c2ccc(F)cc2)C1 (stereo not drawn)	7.8%	31.4%	-7.6	-37.7	-2.8%	i	-8.9%	-0.3%	-1.5%	-0.8%
COc1cc(/C=C/C(=O)OCC(=O)N2CCN(C(=O)c3ccco3)CC2)ccc1O	2.4%[50 µM]	35.2%	14.5	5.5	-4.6%	i	-5.1%	-0.3%	-0.1%	0.7%
C=CCc1ccc(OCCCOc2ccc(C(=O)O)cc2)c(OC)c1	-0.2%	10.4%	-10.8	-1.7	-7.7%	i	0.8%	0.4%	0.3%	0.8%
CC(C)CN(C(=O)c1ccc([N+](=O)[O-])s1)c1c(N)n(Cc2ccccc2)c(=O)[nH]c1=O	-2.4%[50 µM]	6.0%	.	.	.	.	-2.2%	.	-1.9%	.
Nc1cc(C(=O)c2cccs2)ccc1Cl	0.1%	.	7.9	-1.3	-4.3%	i	-1.4%	-0.2%	0.5%	2.3%
CCOc1ccccc1NC(=O)/C=C/C(N)=O	-3.8%	19.6%	5.4	30.5	0.4%	i	-14.3%	-2.4%	0.3%	-2.8%
CCN(C(=O)CN1c2ccccc2CC1C)c1c(N)n(Cc2ccccc2)c(=O)[nH]c1=O (stereo not drawn)	-1.6%	11.8%	18.1	-6.0	-5.3%	i	0.0%	-0.6%	0.6%	-1.6%
CC(C)N=c1scc(-c2ccco2)n1/N=C/c1ccc(O)c(O)c1	-2.4%	?	5.6	9.6	-10.9%	i	-4.0%	0.1%	7.0%	-3.1%
Cc1nn(-c2ccc(C(F)(F)F)cn2)c(C)c1Oc1ccccc1O	0.3%	11.7%	8.5	2.8	-4.4%	i	7.0%	-0.4%	6.3%	1.9%
COc1ccc(S(=O)(=O)N2CCCCCC2)cc1C(=O)N1CCCC(C(F)(F)F)C1 (stereo not drawn)	0.1%[50 µM]	8.7%	.	.	.	.	6.5%	.	-0.6%	.
COCCn1c(=NC(=O)c2ccccc2[N+](=O)[O-])sc2cc(S(C)(=O)=O)ccc21	3.7%	21.6%	-24.4	1.3	-5.9%	i	-2.2%	-1.0%	1.0%	-1.2%
Cc1nc2sc3c(c2c(=O)[nH]1)CCCCC3	-0.1%	10.6%	.	.	.	i	0.8%	0.5%	2.7%	.
Cn1c(=O)oc2cc(S(=O)(=O)NCCC(=O)NCCc3ccc(Cl)cc3)ccc21	8.2%	5.4%	-3.9	-23.3	-3.1%	i	-7.4%	-0.4%	0.0%	.
Cc1ccc(C)c(NC(=O)CSc2n[nH]c(-c3ccccn3)n2)c1	-0.6%	0.8%	.	.	.	.	4.5%	?	-0.6%	.
CCO[C@@H]1OC(C(=O)NCc2nc3ccccc3[nH]2)=C[C@H](c2ccc(C(F)(F)F)cc2)[C@H]1CCCO	0.1%	1.0%	0.6	5.6	-3.3%	i	-2.8%	-0.5%	3.8%	6.7%
Cc1c(C(=O)NN)nc2ccccn12	0.5%	4.9%	-2.9	5.2	-1.0%	i	0.9%	0.1%	1.4%	-2.6%
Cc1cccc(CSc2nncc(=O)[nH]2)c1	0.5%	10.0%	-23.8	-49.2	-10.3%	i	-2.0%	0.3%	1.8%	-1.2%
C=CCn1c(SC(C)C(=O)Nc2ccc(F)c(F)c2F)nnc1C1CC1 (stereo not drawn)	0.7%[50 µM]	3.5%	.	.	.	.	7.2%	.	1.2%	.
COc1ccc(S(=O)(=O)Nc2nc3ccccc3nc2NCc2ccc3c(c2)OCO3)cc1	5.1%	15.3%	12.5	-3.3	-2.4%	i	1.4%	-0.5%	1.3%	-1.3%
C=CCNC(=O)C1=NOC(CNC(=O)c2c(-c3ccccc3Cl)noc2C)C1 (stereo not drawn)	0.1%	3.8%	-5.1	17.9	-4.2%	i	-3.4%	-0.3%	0.5%	-3.8%
O=S(=O)(NC(=NC1CCCCC1)c1ccccc1)c1ccccc1	0.1%	6.7%	.	.	.	.	4.9%	-0.9%	1.8%	.
O=S(=O)(Nc1ncccn1)c1ccc(NC(=S)NCCc2ccc(Cl)cc2)cc1	-0.8%	9.9%	11.2	3.5	-6.2%	i	-8.8%	0.4%	-1.3%	-3.0%
Cc1cccc(C)c1NC(=O)CN(C)C(=O)c1cccc(-n2cccc2)c1	0.9%[50 µM]	10.4%	.	.	.	.	-5.9%	.	0.2%	.
CNCCCOc1cccc(OC(C)C)c1	1.9%	-3.4%	-8.6	-16.4	-2.2%	.	-2.4%	.	0.0%	2.3%
O=C(Nc1ccc(Cl)cn1)c1cc(S(=O)(=O)N2CCCCC2)ccc1Cl	6.0%	7.9%	-0.6	1.9	-6.6%	i	0.0%	0.2%	1.7%	-3.2%
CCCCOC(=O)Nc1nc(C)c(C(=O)OCC)s1	0.0%	2.5%	13.7	0.7	-15.3%	i	-6.1%	-0.2%	2.4%	-1.8%
Cc1ccc2c(C)c(C(=O)N3CCC(O)(c4ccccc4)CC3)oc2c1C	0.0%	3.3%	.	.	.	.	-5.9%	-0.8%	5.9%	.	Dengue-2 NS5 capping pilot replicate=0.6
Cc1cc(NC(=O)c2ccoc2C)no1	0.1%	25.8%	-7.3	5.3	-1.7%	i	-4.9%	0.4%	0.0%	-1.8%
Cc1ccc(-c2ccc(=O)n(Cc3cc(C)ccc3C)n2)cc1	-1.1%[50 µM]	8.5%	.	.	.	.	-4.6%	-0.9%	17.0%	.
COC(=O)c1c(N(S(C)(=O)=O)S(C)(=O)=O)sc2c1CCN(c1ncc(C(F)(F)F)cc1Cl)C2	3.5%	0.9%	55.9	22.5	-8.2%	i	4.7%	-0.3%	41.9%	-3.1%
Cc1ccc(C(=O)c2ccc([N+](=O)[O-])cc2)cc1	0.1%	-4.6%	9.7	6.3	-12.4%	i	-1.4%	-0.3%	0.2%	8.2%
COc1ccc(N(CC(=O)NC2CCCCCC2)S(=O)(=O)c2ccccc2)cc1Cl	0.2%	11.9%	.	.	.	.	4.5%	-0.8%	1.1%	.
CNS(=O)(=O)c1cc(OCC(N)=O)c(C)cc1Cl	3.1%	-2.5%	4.0	-6.9	-1.6%	i	-8.0%	0.2%	1.5%	-3.0%
CCOC(=O)Cn1c(=O)oc2cc(S(=O)(=O)NCC3CCCO3)ccc21 (stereo not drawn)	-2.5%	-2.4%	14.5	-2.1	-4.3%	i	-1.4%	0.3%	0.5%	1.4%
CC1=C(C(=O)OCc2ccccc2)C(c2ccco2)C2=C(CC(C)(C)CC2=O)N1 (stereo not drawn)	1.6%	6.2%	7.2	-15.8	-3.2%	i	.	-0.6%	4.0%	0.1%
CCOC(=O)Cc1csc(NC(=O)CSc2nnc(C)n2C)n1	0.2%	-0.1%	-8.2	-10.8	-6.4%	i	-3.2%	0.1%	1.6%	0.2%
O=S(=O)(c1ccccc1)N(CC1CO1)c1cccc2ccccc12 (stereo not drawn)	.	-29.0%	8.3	-11.1	-6.9%	i	.	-0.9%	7.4%	-0.8%
O=C(C1CCC(=O)N(C2CCCC2)C1)N1CCN(Cc2cccc(F)c2)CC1 (stereo not drawn)	-0.3%	24.7%	.	.	.	.	11.0%	0.3%	1.6%	.
CCOC(=O)C1CCCc2c1[nH]c1ccc(Cl)cc21 (stereo not drawn)	.	3.7%	21.7	11.7	-4.3%	i	.	-1.4%	?	-1.9%
FC(F)(F)c1cccc(NCc2cn3cccnc3n2)c1	-0.3%[50 µM]	15.1%	48.4	25.9	-2.3%	.	-2.6%	.	2.9%	-0.3%
CC(=O)Nc1ccc2c(c1)ncn2-c1ccccc1	.	14.3%	.	.	.	i	.	0.0%	3.7%	.
O=C(NC1CCCC1)C1CCN(C(=O)c2cccc(Cl)c2)CC1	0.4%	-5.2%	.	.	.	.	4.5%	-0.3%	2.1%	.
Cc1ccc(C)c(N2N=C(C(=O)N(CC(C)C)c3c(N)n(Cc4ccccc4)c(=O)[nH]c3=O)CCC2=O)c1	1.7%[50 µM]	1.3%	.	.	.	.	-2.6%	0.0%	1.9%	.
O=C(OCCN1CCCC1=O)c1cncc(Br)c1	2.4%	-3.3%	18.1	24.5	-3.1%	i	-7.2%	-0.2%	1.2%	3.4%
Clc1ccc(C(c2nnnn2C2CCCC2)N2CCSCC2)cc1 (stereo not drawn)	2.2%	4.2%	7.6	-3.3	-3.1%	i	-4.8%	-0.8%	3.6%	0.4%
Cc1c2cnn(CC(=O)N3CCOCC3)c(=O)c2c(C)n1Cc1ccccc1F	0.8%	15.0%	.	.	.	.	-1.4%	0.0%	0.8%	.
Cc1ccc(N/C(=N/S(=O)(=O)c2cccs2)c2ccccc2)c(C)c1	-0.1%	17.6%	-6.1	0.7	-3.8%	i	-3.6%	-1.4%	0.2%	5.3%

The final two entries of the part above open the next one.
SMILES	UTI89 phage lysis	SV40 large T antigen	WT yeast gro inh	WT yeast gro inh mutant strain	XIAP displacement	Yfh1-depleted yeast	Dengue-2 NS5 capping	West Nile antiviral	RSV CPE inhibition	ER stress rescue	others
Cc1c2cnn(CC(=O)N3CCOCC3)c(=O)c2c(C)n1Cc1ccccc1F	0.8%	15.0%	.	.	.	.	-1.4%	0.0%	0.8%	.
Cc1ccc(N/C(=N/S(=O)(=O)c2cccs2)c2ccccc2)c(C)c1	-0.1%	17.6%	-6.1	0.7	-3.8%	i	-3.6%	-1.4%	0.2%	5.3%
Cc1cccc(CC(=O)NC2CCS(=O)(=O)C2)c1 (stereo not drawn)	1.6%[50 µM]	6.8%	.	.	.	.	2.2%	.	-0.6%	.
CCCN1CCN(S(=O)(=O)c2ccc(OC)c(Br)c2)CC1	0.2%	15.4%	1.6	5.3	-5.3%	i	.	0.0%	0.2%	-0.7%
CC(=O)C1=C(C)NC(=O)NC1c1ccc(OC2CCCC2)cc1 (stereo not drawn)	5.8%	5.4%	1.4	-0.7	-4.3%	i	-12.0%	-0.9%	-0.7%	-2.4%
CCN(CC(=O)NCc1ccc(Cl)cc1)C(=O)c1ccc(S(=O)(=O)NCc2ccco2)cc1	0.1%	3.4%	.	.	.	.	3.2%	0.3%	2.6%	.
